All columns: NCI-60 one-dose screen, growth in % after 48 h at 10 µM unless noted; 100 = growth as untreated, 0 = no growth, -100 = all killed.
COLO 205: COLO 205 colon cancer; hit rate 7.3% among 79,000; AID 1794742
A498: A498 renal cancer cells; AID 1794774; hit rate 5.4% among 76,000
NCI-H460: NCI-H460 lung cancer; hit rate 6.8% among 82,000
NCI-H23: NCI-H23 lung cancer; hit rate 4% among 80,000
NCI-H522: NCI-H522 lung cancer | hit rate 8% among 78,000 | AID 1794739
RXF 393: RXF 393 renal cancer cells; hit rate 6.9% among 77,000
NCI-H226: NCI-H226 lung cancer. hit rate 3.5% among 79,000. AID 1794732
HT29: HT29 colon cancer. hit rate 7.4% among 81,000
NCI-H322M: NCI-H322M lung cancer | hit rate 2.7% among 80,000
Active calls of the source: *; . = not tested or not shown; & = joins results of further samples. Rule for the calls: active = growth percent below 10; inactive = the rest.

Preview, 2 compounds:
Results follow in this order: COLO 205	A498	NCI-H460	NCI-H23	NCI-H522	RXF 393	NCI-H226	HT29	NCI-H322M
> OC1CSSC1Cn1cnc2c(Nc3ccc(OCc4cccc(F)c4)c(Cl)c3)ncnc21 (stereo unspecified)
    -58*	70	-6.2*	-69*	-32*	42	4.1*	4.0*	-28*
> CC1(C)CC[C@]2(CO)CC[C@]3(C)C(=CC[C@@H]4[C@@]5(C)Cc6c([nH]c7ccccc67)C(C)(C)[C@@H]5CC[C@]43C)[C@@H]2C1
    108	.	89	84	68	104	84	74	87

All compounds of this part, repeating the preview:
Results follow in this order: COLO 205	A498	NCI-H460	NCI-H23	NCI-H522	RXF 393	NCI-H226	HT29	NCI-H322M
> OC1CSSC1Cn1cnc2c(Nc3ccc(OCc4cccc(F)c4)c(Cl)c3)ncnc21 (stereo unspecified)
    -58*	70	-6.2*	-69*	-32*	42	4.1*	4.0*	-28*
> CC1(C)CC[C@]2(CO)CC[C@]3(C)C(=CC[C@@H]4[C@@]5(C)Cc6c([nH]c7ccccc67)C(C)(C)[C@@H]5CC[C@]43C)[C@@H]2C1
    108	.	89	84	68	104	84	74	87
> CCCOc1ccc(OCC(=O)c2ccccc2)cc1
    119	94	110	107	122	102	96	109	92
> COc1ccc(C(O)c2ccccc2C(O)c2ccc(OC)cc2)cc1 (stereo unspecified)
    132	95	106	110	74	112	104	90	105
> CC(C)(C)[Si](C)(C)OC1[C@@H](CNC(N)=O)O[C@@H](n2cnc3c(NC(=O)Nc4ccccc4)ncnc32)[C@H]1O[Si](C)(C)C(C)(C)C (stereo partly specified)
    9.8*	81	5.1*	62	64	6.8*	76	-7.1*	119
> CCN(CC)CCOc1ccc(C(=C(C)c2ccccc2)c2ccc(OCCN(CC)CC)cc2)cc1
    -88*	78	4.4*	20	3.1*	-74*	71	-58*	31
> COc1ccc(C2=NN(c3ccc(S(N)(=O)=O)cc3)C(c3cn(-c4ccccc4)nc3-c3ccccc3)C2)cc1 (stereo unspecified)
    96	83	91	94	81	87	96	86	.
> COc1ccc(-c2nc(-c3ccc(F)cc3)cn3ccnc23)cc1
    86	93	99	97	84	98	82	95	96
> C#CC(C)(CC)OC(C)=O (stereo unspecified)
    107	.	111	97	109	113	107	108	100
> COC(=O)Oc1ccccc1C(=O)O
    108	120	122	103	85	114	106	97	100
> CC(C#N)C(N)=O (stereo unspecified)
    105	89	105	102	101	121	103	108	108
> Cc1ccccc1NC1CC(=O)N(c2ccc(Cl)cc2Cl)C1=O (stereo unspecified)
    120	.	104	102	96	112	108	104	99
> COC(=O)C1=C(C(=O)c2cccc(OC)c2)C(c2ccco2)C(C#N)=C(N)O1 (stereo unspecified)
    119	113	106	94	82	114	114	117	115
> O=C(Oc1ccc(Cl)cc1)c1ccccc1
    121	95	103	113	94	91	96	105	94
> CCOC(=O)Nc1nn[nH]n1
    107	84	100	102	.	105	107	110	129
> CCN(C(=O)C(Cl)Cl)c1ccccc1
    96	119	112	96	98	106	96	108	100
> O=[N+]([O-])c1cccc2cc(Br)cnc12
    117	78	101	105	.	106	107	99	139
> COc1cc(C2CC(C3C(=O)N(C)C(=O)N(C)C3=O)=NN2c2ccc(Cl)cc2)cc(OC)c1OC (stereo unspecified)
    118	98	107	90	79	.	95	110	94
> O=C(Nc1ncc(Cc2ccccc2Cl)s1)c1ccc2nnsc2c1
    90	114	94	89	68	92	99	90	85
> CCCCCCC1(c2cccnc2)NC(=O)NC1=O (stereo unspecified)
    141	108	105	102	105	146	106	105	107

Whole records from above:
Listed for `COc1ccc(-c2nc(-c3ccc(F)cc3)cn3ccnc23)cc1` → COLO 205: 86; A498: 93; NCI-H460: 99; NCI-H23: 97; NCI-H522: 84; RXF 393: 98; NCI-H226: 82; HT29: 95; NCI-H322M: 96
Listed for `COC(=O)C1=C(C(=O)c2cccc(OC)c2)C(c2ccco2)C(C#N)=C(N)O1` (stereo unspecified) → COLO 205: 119; A498: 113; NCI-H460: 106; NCI-H23: 94; NCI-H522: 82; RXF 393: 114; NCI-H226: 114; HT29: 117; NCI-H322M: 115
Listed for `CC(C#N)C(N)=O` (stereo unspecified) → COLO 205: 105; A498: 89; NCI-H460: 105; NCI-H23: 102; NCI-H522: 101; RXF 393: 121; NCI-H226: 103; HT29: 108; NCI-H322M: 108

(next part)
Results follow in this order: COLO 205	A498	NCI-H460	NCI-H23	NCI-H522	RXF 393	NCI-H226	HT29	NCI-H322M
> Cc1cc(O)c2cc3c(O)c(O)ccc3cc2c1
    123	103	125	101	89	107	115	125	119
> C[N+](C)(CCCCCC[N+](C)(C)CC(=O)NC(N)=O)CC(=O)NC(N)=O
    108	108	109	103	78	111	105	89	94
> c1ccc(-c2nn[nH]n2)nc1
    106	115	114	102	93	121	98	.	124
> CC(C)c1ccc(OCCCCCCOc2cccc(/C=C3\N=C4SCCCN4C3=O)c2)cc1
    106	90	96	74	71	117	60	92	100
> O=C(Nc1nonc1-c1nc2ccccc2n1Cc1ccncc1)c1ccncc1
    96	80	100	100	83	99	96	98	93
> COc1ccc(NC(=O)c2cc(-c3cccc(Cl)c3)no2)cc1
    114	101	99	105	83	119	104	97	103
> COc1ccc(/C=C/C(=O)c2ccc(NC(=O)CSc3nnc(-c4cc(-c5ccccc5)nc5ccccc45)n3-c3ccccc3)cc2)cc1
    110	85	107	93	84	103	102	98	100
> Oc1c(Cl)cc(Cl)c2ccc(Cn3cc(-c4ccc(C(F)(F)F)cc4)nn3)nc12
    83	84	99	83	-30*	6.0*	84	74	96
> Cc1nn(-c2ccccc2)cc1/C=C/C(=O)c1ccc(-c2cc3ccccc3oc2=O)nc1C
    113	74	104	.	92	96	92	100	91
> Cc1ccc(C(=O)C2=Cc3cccn3Cc3cnnn32)cc1
    111	110	107	92	83	90	84	109	96
> CC(O)CNC1c2ccccc2CC1O (stereo unspecified)
    106&118	81	117&109	108&100	103&101	151&114	122&94	105&102	110&111
> CC/C(=C(/c1ccc(Cl)cc1)c1ccc(OCCN(CC)CC)cc1)c1ccc(Cl)cc1
    66	91	43	56	73	70	77	29	94
> Cc1ccc(C)c(Oc2c(-c3nc4ccc(C(=O)O)cc4[nH]3)c(C)nn2-c2ccccc2)c1
    115	71	102	107	100	131	108	107	89
> C=CC(=O)N1CCN(c2cccc(Oc3nccc(Nc4nnc(-c5ccc(Cl)cc5)s4)n3)c2)CC1
    92	66	83	85	64	74	89	100	99
> O=C1c2c(c3c4ccc(Br)cc4oc3c3[nH]c4ccccc4c23)C(=O)N1O
    43	13	11	23	6.9*	32	62	9.0*	60
> Cc1nn(-c2ccc(Cl)cc2)c2ncnc(N/N=C/c3cccc([N+](=O)[O-])c3)c12
    95	85	78	94	103	110	104	91	96
> O=C(NCc1ccc(Cl)cc1Cl)C1CCC(=O)N1c1cscn1 (stereo unspecified)
    103	100	109	98	82	106	97	98	103
> NC(=O)c1c(NC(=O)COC(=O)Cc2ccccc2F)sc2c1CCC2
    101	117	100	99	86	109	94	117	126
> CCCCCCCCCCCCSC1=CC(=O)C=CC1=O
    107	107	105	.	-81*	78	91	95	.
> COc1cc(C2CC(c3cccc(Nc4ccncc4)c3)=NN2c2ccccc2)cc(OC)c1OC (stereo unspecified)
    -52*	75	4.7*	90	77	.	96	1.0*	80
> CNc1cccc(C)c1
    105	108	103	98	104	118	94	114	98
> COC(=O)[C@H](Cc1ccccc1)n1cc(COC(=O)c2cccc3c(=O)c4ccccc4[nH]c23)nn1
    108	99	96	92	81	104	98	99	94
> O=C(NN1C(=O)/C(=C/c2cccs2)SC1=S)c1ccc(O)cc1
    110	105	105	100	100	123	109	109	96
> COc1cc(-c2cc(-c3ccc(Nc4nc(Nc5ccc(Cl)cc5)nc(Nc5ccc(Cl)cc5)n4)cc3)no2)cc(OC)c1OC
    52	68	76	88	77	34	78	79	81
> CNC(=O)c1cc(-n2ccc3cc(NC(=O)c4ccc(Cl)c(C(F)(F)F)c4)ccc32)ccn1
    100	81	93	95	91	89	101	88	96
> COC(=O)c1ccc(COc2ccc([N+](=O)[O-])cc2Cl)cc1
    126	93	103	98	81	93	92	92	92
> Oc1cccc(CNC2CCCCC2)c1
    120	136	116	107	90	114	102	100	129
> CC(=O)OCC1OC(OC(C)=O)C(NC(=O)NS(=O)(=O)c2ccc(C)cc2)C(OC(C)=O)C1OC(C)=O (stereo unspecified)
    111	113	107	107	93	119	.	107	102
> CN1CCN(c2ccc3c4c(cccc24)C(=O)N(c2cccc(-c4nn(-c5ccccc5)cc4-c4nc5ccccc5s4)c2)C3=O)CC1
    91	128	18	98	110	73	96	46	111
> O=C(Nc1c(Cl)cccc1Cl)OCc1ccc2c(c1)OCO2
    .	82	97	108	90	101	96	104	96
> COc1cc(C(=O)/C=C/c2cn(Cc3ccc(Cl)cc3)c3ccccc23)cc(OC)c1OC
    93	81	79	79	68	.	82	85	82
> COc1ccc(C2CC(c3cccs3)=NN2c2ccc(S(=O)(=O)NC(=O)Nc3ccc(C)cc3)cc2)cc1 (stereo unspecified)
    -55*	109	103	99	92	.	110	128	104
> CC(C)(Cc1ccc(Cl)cc1)NC(N)=O
    109	96	103	104	95	102	92	111	91
> CC(=O)c1cc2ccccc2c2ccccc12
    .	73	110	95	91	109	96	93	99
> Nc1ccc2c(O)cc(S(=O)(=O)O)cc2c1
    .	100&102	102&98	96&94	88&106	89&110	92&96	106&102	119&103
> CCOC(=O)CC/C(C)=N\NC(N)=O
    103	103	129	108	82	113	94	95	106
> O=C(Nc1cccc(-c2nc3ccccc3[nH]2)c1)c1cccc(NC(=O)c2ccco2)c1
    31	84	92	98	99	68	90	28	94
> O=C(Nc1ccccc1)Nc1cc2ccccc2c2ccccc12
    118	113	108	92	98	114	97	111	111
> Nc1ccc2cc(S(=O)(=O)O)cc(S(=O)(=O)O)c2c1N=Nc1ccc(S(=O)(=O)O)cc1
    103	69	105	99	71	106	110	90	94
> CN1CCN(c2ccc(C(=O)Nc3cccc(-c4cn(-c5ccc(S(N)(=O)=O)cc5)nn4)c3)cc2C(F)(F)F)CC1
    85	98	79	82	90	6.6*	97	17	72
> O=[N+]([O-])c1ccc(NS(=O)(=O)c2ccccc2)cc1
    .	58	97	98	94	99	96	107	107
> O=S(=O)(O)c1ccc2c(c1)Sc1cc(S(=O)(=O)O)ccc1O2
    111	97	118	109	107	116	118	106	118
> COc1cc(/C=N/n2cnc3oc(-c4ccccc4)cc3c2=N)cc(CN2CCCCC2)c1O
    12	15	-73*	-56*	-42*	-67*	-3.8*	-14*	-1.5*
> CC(=O)C1=C(C)NC(NN)=NC1c1ccc(Cl)cc1 (stereo unspecified)
    116	115	101	94	104	111	97	112	98
> O=C1C(Cl)=C(Oc2ccccc2)C(=O)c2ccccc21
    32	99	94	86	-83*	97	91	94	83
> Cc1[nH]n(-c2ccc(S(=O)(=O)O)cc2)c(=O)c1N=Nc1ccccc1
    125	89	99	112	104	87	90	110	104
> Cc1ccc(F)c(C)c1NS(=O)(=O)c1c(C(=O)Nc2cccc(C#N)c2)c(C)n(C)c1C
    97	.	104	97	92	82	92	95	91
> COc1ccc(NC(=S)N2CCN(c3nc(-c4ccc(C)cc4)nc4ccccc34)CC2)cc1
    98	33	89	103	78	69	87	79	79
> CCOC(=O)c1nc(Nc2ccc(NC(=O)Nc3cccc(F)c3)cc2)c2ccccc2n1
    117	86	107	106	96	105	96	103	102
> O=C1c2cccc3cccc(c23)C(=O)N1N1C(=O)c2cccc3c(Br)ccc(c23)C1=O
    105	104	108	94	94	102	98	104	94

Compound activity as filed in PubChem.
